# PglD DTNB = C. jejuni PglD acetyltransferase inhibitors, primary screen, biochemical, DTNB colorimetric, single point; AID 602405, 2012; inhibition, % at 12.5 µM; 360,000 tested, 0.098% active; purified PglD enzyme, DTNB colorimetric CoA detection; in the data active = inhibition above about 16%, passing the limit was not always enough; also: strong numbers were not always called active
# INS-1E GSIS act = GLuc luminescence reporter in INS-1E cells, primary screen for activators of glucose-dependent secretion of insulin | INS-1E GLuc reporter insulin secretion, 2-3 h | activation, % at 16.6 µM | 370,000 tested, 0.61% active | AID 743287, 2014;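 active = lowest replicate activation of at least 40%, so every replicate reaches that level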;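 also: 0% = median of neutral control wells and 100% = median of IBMX positive control wells; some compounds called inactive have numbers as strong as hits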
# PGC1a acetyl inh = inhibitors of PGC1a acetylation signal, primary screen, cell-based, U2OS, AlphaScreen, inhibitor mode; AlphaScreen anti-acetyl-lysine; with virally co-expressed GCN5 acetyltransferase; inhibition, % at 15.6 µM; 350,000 tested, 0.17% active; AID 651687, 2012;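 active = every replicate shows inhibition of at least 40%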;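 also: 0% = neutral control wells and 100% = positive control wells; some results beyond the cut were filed as inactive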
# PAX8 inh HTS = inhibitors of PAX8-driven TPO luciferase reporter, primary screen, RMG-I cells, single concentration; AID 652154, 2013; SteadyGlo, 24 h; 360,000 tested, 1.2% active; inhibition, % at 12.6 µM;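 active = mean replicate inhibition at least 60% with every replicate also reaching 60%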;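 also: luciferase light reporting Pax8 driven TPO promoter activity; plate controls were median of neutral control wells for no effect and mitoxantrone controls for full effect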
# Cneo AK release = Cryptococcus neoformans cell lysis inducers, primary screen, AK release luminescence, single concentration; lysis activity, % at 15 µM; C. neoformans lysis, adenylate kinase release luminescence, 4 h; normalised: neutral wells 0, clomiphene wells 100; AID 651654, 2012; 360,000 tested, 0.2% active;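 active = mean lysis activity across replicates of at least 80%, whatever share of replicates individually reach that level; inactive = mean lysis activity below 80%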
#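 Signal: Adenylate kinase release luminescence | Assay system: Log-phase Cryptococcus neoformans yeast cells | Input: Cells at 5 × 10^6 per mL | Buffer or medium: Fresh YPD growth medium | Compound: Single dose | Schedule: Static 4 h at 37 °C with compound, 1 h detection | Controls: Clomiphene | Read-out: Luminescence rise reflecting yeast cell lysis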
# Statin myotox sup = suppressors of statin myotoxicity in C2C12 myotubes, primary screen, cell-based, single point, plate reader | rescue of ATP level, % at 7.49 µM | C2C12 myotubes + simvastatin, ATP luminescence, 48 h; scaled: DMSO 0, geranylgeraniol control 100 | 330,000 tested, 0.78% active;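 active = mean ATP rescue above about 67%, or every replicate alone reaching that limit, limit read from the data, passing the limit was not always enough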;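 also: myotubes were challenged with 10 µM simvastatin during compound exposure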
# ARNT-TACC3 inh = disruptors of ARNT/TACC3 protein interaction, primary screen, biochemical, AlphaScreen, single concentration | AlphaScreen His-ARNT PAS-B/GST-TACC3 binding, luminescence; TACC3 fragment carries E629A point mutation | Transforming acidic coiled-coil-containing protein 3 (Homo sapiens), Q9Y6A5 | inhibition, % at 9.99 µM | 390,000 tested, 0.66% active;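 active = mean inhibition of replicates at least 50% and at least half of replicates each reaching 50%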;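 also: 0% = complete ARNT plus TACC3 wells and 100% = ARNT alone without TACC3; many hits fall short of the cut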
# LGR2 inh = inhibitors of bursicon-induced LGR2 CRE-luciferase signal, primary screen, cell-based, HEK293, CRE-luciferase reporter, bursicon stimulation; AID 720647, 2013; Drosophila bursicon receptor LGR2 (rickets); inhibition, % at 9.99 µM; 380,000 tested, 0.35% active; bursicon-stimulated, 4 h;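 active = drop in luminescence signal, shown as inhibition above about 50% in the replicate tests, limit read from the data, passing the limit was not always enough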;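 also: agonist challenge used bursicon conditioned medium at about half maximal strength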
# * marks the source's active call; other numbers are inactive results; · = not tested or not shown; & = joins results of further samples. Random draw from the library; about 2.9% have a hit in one of these screens.
Molecule	PglD DTNB	INS-1E GSIS act	PGC1a acetyl inh	PAX8 inh HTS	Cneo AK release	Statin myotox sup	ARNT-TACC3 inh	LGR2 inh
COc1ccc(NC(=O)Nc2cccc3c2O[C@H](CN(C)S(=O)(=O)c2cccs2)[C@@H](C)CN([C@H](C)CO)C3=O)cc1	2&1	-7&-11	0	-12	-3&1	-2	2&-1	3&8
CCCNC(=O)Nc1ccc2c(c1)OC[C@@H](C)N(Cc1ccccn1)C[C@H](C)[C@@H](OC)CN(C)C2=O	2	1	-4	4	-4	-6	10	3
CN1CCN(C(=O)/C(=C/c2cccs2)NC(=O)c2cccs2)CC1	·	10	·	-28	·	·	-4	12
N#Cc1nc(COc2ccc(Br)cc2)oc1N1CCN(Cc2ccccc2)CC1	2	·	10	·	-1	9	5	·
CCCCOc1ccc(C(=O)NCC(=O)N2CCN(C(=O)c3ccco3)CC2)cc1	·	8	6	7	·	7	-1	-1
CCCc1ccc(S(=O)(=O)N2CCN(C(=O)CN3C(=O)NC(C)(C4CC4)C3=O)CC2)cc1 (stereo not drawn)	-3	-2	-6	15	1	3	·	6
O=C(N/N=C/c1ccc(O)cc1)c1cc(C2CC2)[nH]n1	-3	11	·	1	3	-7	5	2
C[C@H]1CN([C@@H](C)CO)C(=O)c2cc(NC(=O)Cc3ccccc3)ccc2O[C@@H]1CN(C)S(=O)(=O)c1ccc(F)cc1	5	-22	2	-11	-1	4	3	20
COc1ccc(S(=O)(=O)Nc2ccc3c(c2)C(=O)N([C@@H](C)CO)C[C@H](C)[C@H](CN(C)C(=O)NC(C)C)OCCCC[C@H](C)O3)cc1	2	-17	-3	7	-5	·	-3	1
Fc1cccc(Cc2c(-c3ccc(Cl)cc3)nc3ccc(Cl)cn23)c1	-1	·	-35	-65	0	-11	·	-61
CC/C(=N\NC(=O)c1c(C)nc2ccccn12)c1ccc(Cl)cc1	6	-20	4	-9	0	-29	-16	-25
CCOc1ccccc1C(=O)Oc1cc(C)[nH]c(=O)c1[N+](=O)[O-]	1	1	3	11	0	7	-6	-14
COc1ccc(NC(=O)N(C)C[C@H]2Oc3cc(C#CCC(C)C)ccc3S(=O)(=O)N([C@H](C)CO)C[C@H]2C)cc1	7	-41	-19	72*	1	12	4	3
COc1ccc(NC(=O)c2ccc3ccccc3n2)cc1S(=O)(=O)Nc1ccccc1Cl	4	-9	3	4	6	·	-4	7
CC(C)C(CCN1C(=O)CCC1=O)C1CCOC(C)(C)C1 (stereo not drawn)	3	·	-9	19	-7	4	-5	·

# Next part:
Molecule	PglD DTNB	INS-1E GSIS act	PGC1a acetyl inh	PAX8 inh HTS	Cneo AK release	Statin myotox sup	ARNT-TACC3 inh	LGR2 inh
Cc1nc2ccc(S(=O)(=O)c3ccc4nc(C)[nH]c4c3)cc2[nH]1	-5	·	7	·	0	-12	3	·
Cc1nnc(SCC(=O)Nc2cccc(S(N)(=O)=O)c2)n1-c1ccccc1	-1	11	8	4	0	8	5	7
CCN(CC)C(=O)C1=C(C)N(Cc2ccc(F)cc2)C(=O)C(CC(=O)NCCCCc2ccccc2)C1 (stereo not drawn)	2	-37	-11	17	-2	2	·	6
Cc1c(F)cccc1NC(=O)c1ccc2c(c1)CCN2S(C)(=O)=O	8	1	-12	-12	0	-2	-14	-12
CCCN1C(=O)C(O)(C/C(C)=N/O)c2ccccc21 (stereo not drawn)	-3	50*	7	·	3	125*	-1	-2
FC(F)(F)c1cc(C(F)(F)F)c2ccc(N3CCN(c4ncccn4)CC3)nc2n1	-1	10	5	·	-4	-26	-7	-3
CCC(=O)Nc1cc(C)c(NC(=O)c2ccccc2OC)cn1	-2	·	5	·	-2	3	-5	·
CC1OC(c2ccccc2)OC2COC(c3ccccc3)OC12 (stereo not drawn)	·	·	18	-17	·	1	-20	8
O=C(NCc1ccco1)C1CCC(CNS(=O)(=O)c2cccc3cccnc23)CC1 (stereo not drawn)	5	3	-5	-3	3	-3	-1	5
CCCCN(C)CCCNC(=O)C1(O)c2ccccc2NC(=O)N1c1ccc(Cl)cc1 (stereo not drawn)	7	7	·	16	-1	6	2	24
COc1ccc(S(=O)(=O)N2CCN(Cc3cccc(OCCO)c3)CC2)cc1	-6	·	·	3	3	·	0	·
COC(=O)c1c(C)nn(-c2ccccc2)c1-n1cccc1	·	12	-8	·	·	-1	0	·
C[C@H](CO)N1C[C@H](C)[C@@H](CN(C)C(=O)Nc2cccc3ccccc23)Oc2ccc(NS(=O)(=O)c3cccs3)cc2C1=O	-2	10	·	·	3	35	3	12
CCOc1ccc(-c2nc(-c3ccncc3)no2)cc1OCC	5	19	-9	-113	1	·	·	-27
O=C(Nc1ccc2c(c1)OCO2)C(c1ccccc1)N1CCCCC1 (stereo not drawn)	-4	·	-11	-2	-7	12	4	·

# 12 of these compounds, set out differently.
# Each structure is followed by: PglD DTNB | INS-1E GSIS act | PGC1a acetyl inh | PAX8 inh HTS | Cneo AK release | Statin myotox sup | ARNT-TACC3 inh | LGR2 inh
> Cc1nc2ccc(S(=O)(=O)c3ccc4nc(C)[nH]c4c3)cc2[nH]1
→ -5 | · | 7 | · | 0 | -12 | 3 | ·
> Cc1nnc(SCC(=O)Nc2cccc(S(N)(=O)=O)c2)n1-c1ccccc1
→ -1 | 11 | 8 | 4 | 0 | 8 | 5 | 7
> CCN(CC)C(=O)C1=C(C)N(Cc2ccc(F)cc2)C(=O)C(CC(=O)NCCCCc2ccccc2)C1 (stereo not drawn)
→ 2 | -37 | -11 | 17 | -2 | 2 | · | 6
> Cc1c(F)cccc1NC(=O)c1ccc2c(c1)CCN2S(C)(=O)=O
→ 8 | 1 | -12 | -12 | 0 | -2 | -14 | -12
> CCCN1C(=O)C(O)(C/C(C)=N/O)c2ccccc21 (stereo not drawn)
→ -3 | 50* | 7 | · | 3 | 125* | -1 | -2
> FC(F)(F)c1cc(C(F)(F)F)c2ccc(N3CCN(c4ncccn4)CC3)nc2n1
→ -1 | 10 | 5 | · | -4 | -26 | -7 | -3
> CCC(=O)Nc1cc(C)c(NC(=O)c2ccccc2OC)cn1
→ -2 | · | 5 | · | -2 | 3 | -5 | ·
> CC1OC(c2ccccc2)OC2COC(c3ccccc3)OC12 (stereo not drawn)
→ · | · | 18 | -17 | · | 1 | -20 | 8
> O=C(NCc1ccco1)C1CCC(CNS(=O)(=O)c2cccc3cccnc23)CC1 (stereo not drawn)
→ 5 | 3 | -5 | -3 | 3 | -3 | -1 | 5
> CCCCN(C)CCCNC(=O)C1(O)c2ccccc2NC(=O)N1c1ccc(Cl)cc1 (stereo not drawn)
→ 7 | 7 | · | 16 | -1 | 6 | 2 | 24
> COc1ccc(S(=O)(=O)N2CCN(Cc3cccc(OCCO)c3)CC2)cc1
→ -6 | · | · | 3 | 3 | · | 0 | ·
> COC(=O)c1c(C)nn(-c2ccccc2)c1-n1cccc1
→ · | 12 | -8 | · | · | -1 | 0 | ·

# More results:
Molecule	PglD DTNB	INS-1E GSIS act	PGC1a acetyl inh	PAX8 inh HTS	Cneo AK release	Statin myotox sup	ARNT-TACC3 inh	LGR2 inh
O=S(=O)(c1ccc(S(=O)(=O)N2CCN3CCCC3C2)cc1)N1CCCC1 (stereo not drawn)	1	·	5	·	-5	30	31	·
Cc1ccccc1OCC(=O)OCC(=O)NCC1CCCO1 (stereo not drawn)	·	0	0	-3	·	·	-4	6
COc1ccccc1N(C)S(=O)(=O)c1ccc(C(=O)N(CC(N)=O)C(C)C)cc1	-2	-3	·	·	2	10	-3	-14
O=C(NC1CC1)c1sc2cc([N+](=O)[O-])ccc2c1Cl	2	-5	·	-50	-2	·	·	-3
CCCN(CCC)CCNC(=S)Nc1ccc2nc3n(c(=O)c2c1)CCCCC3	·	-3	-8	13	·	·	2	-32
Cc1ccc2c(c1)cc(CN(Cc1cccnc1)C(=O)NCc1ccccc1)c1nnnn12	3	·	-6	·	-1	·	0	·
COc1ccccc1C(=O)CC(=O)C(=O)Nc1cccc([N+](=O)[O-])c1C	-6	-13	2	0	2	1	3	-12
COc1ccc(F)cc1Cn1nc(C(=O)O)c2ccccc2c1=O	1	14	-9	19	2	-2	-12	1
Cc1cccn2c(=O)c3cc(C(=O)NCC4CCCO4)c(=N)n(CC4CCCO4)c3nc12 (stereo not drawn)	2	12	3	5	-3	-24	-4	-3
CCOc1ccc(NC(=O)[C@@H](NC(=O)c2ccccc2Br)C(C)C)cc1	-5	·	1	-2	0	-2	16	·
O=[N+]([O-])c1cc(S(=O)(=O)C(F)(F)F)ccc1N1CCN(c2ccccc2)CC1	·	-5	·	21	·	·	0	-12
CC(=O)N1[C@@H]2Cn3c(ccc(C4=CCCCC4)c3=O)[C@H]1[C@@H](C(=O)NCc1cc(F)cc(F)c1)[C@@H]2CO	1	-11	·	8	-1	1	-4	0
CC(C)OC(=O)Cn1nc(C(F)(F)F)c2c1CCCC2	·	-3	-1	4	·	·	·	12
CCOc1ccc(CCNC(=O)COC(=O)c2cc(OC)c(OC)cc2[N+](=O)[O-])cc1OCC	·	16	·	-3	·	-4	24	-5
O=S(=O)(c1cccc2cccnc12)N(CCO)CCO	4	28	-15	3	-3	3	-24	3

# Going on with the list:
Molecule	PglD DTNB	INS-1E GSIS act	PGC1a acetyl inh	PAX8 inh HTS	Cneo AK release	Statin myotox sup	ARNT-TACC3 inh	LGR2 inh
CCOC(=O)C1=C(C)c2ccccc2OC1(C(=O)OCC)C(C)C (stereo not drawn)	3	-34	-6	-17	0	0	8	-6
C=CCn1nnnc1SCC(=O)Nc1cccc(OC)c1	3	·	7	·	-4	11	-12	·
C[C@@H]1CCCCO[C@H](CN(C)S(=O)(=O)c2cccs2)[C@H](C)CN([C@H](C)CO)C(=O)c2cc(NC(=O)CCCN(C)C)ccc2O1	-3	-8	-1	·	55	·	6	-13
CC(=O)c1cccc(NC(=O)C2CCCN(S(=O)(=O)c3cccc4cccnc34)C2)c1 (stereo not drawn)	-4	-14	5	6	0	3	5	3
Cc1ccc(Cn2c(CCNc3nc(-c4ccc(Cl)c([N+](=O)[O-])c4)cs3)nc3cc(Cl)c(Cl)cc32)cc1	4	15	-1	4	1	-2	2	1
O=C(Nc1ccccc1F)N[C@@H]1C=C[C@H](CC(=O)N2CCCCC2)O[C@H]1CO	-2	-4	1	0	-1	-14	14	6
COc1ccc(S(=O)(=O)N2CCN(C(=O)c3ccc([N+](=O)[O-])o3)CC2)cc1	2	13	·	21	1	26	6	-12
c1ccc2c(c1)CSc1ccccc1N2	0	-45	-6	-64	3	·	·	·
Cc1ccc(S(=O)(=O)N(C)C[C@@H]2OCCCC[C@@H](C)Oc3ccc(NS(=O)(=O)c4cn(C)cn4)cc3C(=O)N([C@H](C)CO)C[C@H]2C)cc1	0	-21	1	0	-2	·	13	16
O=C(COC(=O)/C=C/c1ccc([N+](=O)[O-])cc1)NCc1cccs1	-1	·	-2	-2	1	10	-5	6
O=C(O)c1cc(Cl)c(Cl)cc1C(=O)N(Cc1ccccc1)Cc1ccccc1	7	-4	-35	-29	1	5	-2	3

# Screens (PubChem)
